Assay outcomes: PubChem, several laboratories
FID counter = compounds displacing fluorescent DNA intercalator, primary screen, artefact control for HCV NS3 helicase inhibitor project, biochemical, FID fluorescence; DNA fluorescent intercalator displacement; inhibition, % at 7.9 µM; 0.17% of 290,000 active; AID 1845, 2009; in the data active means inhibition above about 37%;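 further: 0% = vehicle and 100% = reference compound; higher means more ethidium bromide displaced from hairpin DNA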
IMP-1 inh = IMP-1 metallo-beta-lactamase inhibitors, primary screen, biochemical, epi-absorbance readout, Pseudomonas aeruginosa enzyme | 0.45% of 290,000 active | metallo-beta-lactamase IMP-1 (Pseudomonas aeruginosa) | inhibition, % at 5.6 µM | purified IMP-1, nitrocefin hydrolysis, epi-absorbance fluorescence;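 active means inhibition above the mean plus 3 SD of all compounds in the same screening run, cut at about 4.5% in these data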;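 further: 0% = IMP-1 with DMSO and 100% = DMSO wells lacking enzyme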
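System: purified recombinant IMP-1 beta-lactamase. Medium: Zinc- and detergent-supplemented HEPES buffer, pH 7.1. Compound: one 5.6 µM dose […]. Schedule: 15 min preincubation plus 25 min reaction at 25 °C. Technique: Epi-absorbance fluorescence, 480 nm excitation, 530 nm emission.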
PHOSPHO1 inh = PubChem AID 1565; Phosphoethanolamine/phosphocholine phosphatase (Homo sapiens), Q8TCT1; recombinant PHOSPHO1, absorbance phosphatase assay; inhibition, % at 13.3 µM; 1.1% of 290,000 active; in the data active means inhibition above about 60%
Target sequence (Q8TCT1 whole entry, looked up): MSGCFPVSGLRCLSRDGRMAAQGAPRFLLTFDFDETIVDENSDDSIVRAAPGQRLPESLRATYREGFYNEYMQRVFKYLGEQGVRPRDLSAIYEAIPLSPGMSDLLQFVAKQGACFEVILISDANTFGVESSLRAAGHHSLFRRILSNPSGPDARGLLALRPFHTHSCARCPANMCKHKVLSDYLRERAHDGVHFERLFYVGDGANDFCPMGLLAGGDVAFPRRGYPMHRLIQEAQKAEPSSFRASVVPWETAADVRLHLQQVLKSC
IDE act = human IDE activators in live cells, primary screen, fluorescence polarization, HEK cells, FAbeta-B substrate; 0.073% of 340,000 active; Insulin-degrading enzyme (Homo sapiens), P14735; activation, % at 5.96 µM; FAbeta-B cleavage; 0% vehicle, 100% cell-free pure enzyme wells;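 active means activation above the mean of all tested compounds plus 3 SD, set per screening campaign, cut at about 17% in these data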
SUMO HTRF inh = inhibitors of in vitro SUMOylation cascade, primary screen, biochemical, HTRF, uHTS; inhibition, % at 35 µM; HTRF SUMOylation assay, SAE1/SAE2 + UBC9; SUMO-conjugating enzyme UBC9 (Homo sapiens), P63279; 0.36% of 290,000 active; AID 2006, 2009; in the data active means inhibition above about 50%, passing the limit was not always enough; further: strong numbers were not always called active
Target sequence (P63279 whole entry, looked up): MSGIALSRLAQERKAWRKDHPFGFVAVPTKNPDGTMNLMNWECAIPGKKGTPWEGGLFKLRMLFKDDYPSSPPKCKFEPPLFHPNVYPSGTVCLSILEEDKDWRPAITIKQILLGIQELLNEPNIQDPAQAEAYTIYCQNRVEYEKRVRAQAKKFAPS
MEKK3 PB1 HTS = modulators of MEKK3-MEK5 PB1 binding, primary screen, biochemical, wildtype MEKK3, multiplex bead flow cytometry, Alexa488-MEK5. Mitogen-activated protein kinase kinase kinase 3 (Homo sapiens), Q99759. bead-based flow cytometry, Alexa488-MEK5 binding to MEKK3; actives lie on both sides; 0 = blocked by unlabeled MEK5, 100 = vehicle. binding response (% of control), % at 10 µM. 1.4% of 290,000 active;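 active means binding response more than 3 SD above or below the average of its plate-row segment, actives on both sides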;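 further: Alexa488 bead fluorescence after subtracting the streptavidin-only scavenger bead signal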
Target sequence (Q99759 whole entry, looked up): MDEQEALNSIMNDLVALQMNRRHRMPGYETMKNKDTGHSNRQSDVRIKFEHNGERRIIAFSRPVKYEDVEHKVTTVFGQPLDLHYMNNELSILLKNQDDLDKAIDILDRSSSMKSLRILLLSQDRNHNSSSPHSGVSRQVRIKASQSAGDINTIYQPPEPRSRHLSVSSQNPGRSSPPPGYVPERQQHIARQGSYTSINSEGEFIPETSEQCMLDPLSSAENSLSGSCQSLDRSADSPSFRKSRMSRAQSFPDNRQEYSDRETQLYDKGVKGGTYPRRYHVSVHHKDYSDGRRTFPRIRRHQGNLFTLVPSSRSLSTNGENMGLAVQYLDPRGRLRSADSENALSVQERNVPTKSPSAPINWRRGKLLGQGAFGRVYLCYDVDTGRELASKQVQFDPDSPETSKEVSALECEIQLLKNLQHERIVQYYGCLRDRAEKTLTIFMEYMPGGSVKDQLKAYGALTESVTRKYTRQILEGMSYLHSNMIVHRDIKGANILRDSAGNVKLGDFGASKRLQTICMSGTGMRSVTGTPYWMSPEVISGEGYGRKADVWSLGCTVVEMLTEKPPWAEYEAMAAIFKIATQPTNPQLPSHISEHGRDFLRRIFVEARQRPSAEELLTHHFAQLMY
HCV NS3 hel inh = inhibitors of HCV NS3 helicase, primary screen, biochemical, Cy5 molecular beacon fluorescence; Hepatitis C virus NS3 helicase; NS3 helicase DNA unwinding; inhibition, % at 10.9 µM; 0.56% of 290,000 active;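 active means inhibition above the mean of all tested compounds plus 3 SD, set per campaign, cut at about 35% in these data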;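 further: 0% = DMSO wells and 100% = thioflavine S control wells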
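Control set: DMSO versus 110 µM thioflavine S; Material: NS3 helicase fragment of HCV; Measured by: Cy5 fluorescence at 0 and 60 min, beacon hairpin quenching; Read-out basis: percent inhibition from t60/t0 fluorescence ratio; Times: reaction time 60 min, 25 °C; Repeats: single replicate; Compound dosing: single dose, 10.9 µM nominal final, DMSO 0.8% final.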
p-CIP stab down = p/CIP-EGFP fusion destabilizers, primary screen, fluorescence, F442A cells. Q05BA5. 16 h. decrease of EGFP signal, % at 10 µM. 0.01% of 290,000 active. AID 1984, 2009;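 active means EGFP signal decrease of at least 30% at 10 µM or well 3 SD below plate mean, unless failing retest; inactive means the rest, including hits failing retest or dose response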; further: some compounds called inactive have numbers as strong as hits; many of its hits are not listed in these tables
VIM-2 inhibitor = VIM-2 metallo-beta-lactamase inhibitors, primary screen, biochemical, epi-absorbance readout, Pseudomonas aeruginosa enzyme; purified VIM-2, nitrocefin hydrolysis, epi-absorbance fluorescence; inhibition, % at 5.6 µM; 0.89% of 290,000 active;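 active means inhibition above the mean of all tested compounds plus 3 SD, cutoff set per screening run, cut at about 7.5% in these data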;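 further: red hydrolysis product quenches plate fluorescence so inhibitors raise well fluorescence; 0% = enzyme with DMSO and 100% = DMSO without enzyme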
The depositor's hits bear a star; . = not tested or not shown. An excerpt. The share of hits here may be higher or lower than overall.

SMILES | FID counter | IMP-1 inh | PHOSPHO1 inh | IDE act | SUMO HTRF inh | MEKK3 PB1 HTS | HCV NS3 hel inh | p-CIP stab down | VIM-2 inhibitor
CC1CCCN(C(=O)Cc2cccc3ccccc23)C1 (stereo not given) | -34 | -3.2 | 44 | 4 | 10 | 99 | 13 | -2 | -1.9
CC(C)CCn1c(N2CCN(Cc3ccccc3)CC2)nc2c1c(=O)[nH]c(=O)n2C | -6 | -1.0 | -30 | . | 12 | . | 0 | -3 | 1.1
Cc1ccccc1NC(=S)N(CCc1c(C)[nH]c2ccc(F)cc12)Cc1cccnc1 | -3 | -6.7 | -1 | 4 | -7 | 114 | -13 | -16 | -4.7
CC1=CC(C)(C)n2c(O)c(C3=NC(=S)NC3=O)c3cc(OC(=O)c4cccc5ccccc45)cc1c32 | 5 | -0.7 | 37 | -3 | -19 | . | -4 | 2 | 0.6
Cc1cccc(S(=O)(=O)NCCC(=O)OC(C)C(=O)NC(=O)NC2CCCCC2)c1 (stereo not given) | -26 | -3.7 | -2 | 0 | -22 | 95 | 2 | -14 | -0.9
COc1ccc(C)cc1NS(=O)(=O)c1cn(C)nc1C | -2 | -0.4 | -5 | 2 | -8 | 105 | 3 | 25 | -2.7
O=C(CCS(=O)(=O)c1ccccc1)NC1CCCC1 | -3 | -3.4 | 3 | 1 | 7 | 102 | 18 | -9 | -2.0
COCc1cc(=O)[nH]c(N2CCN(c3ccccc3OC)CC2)n1 | -26 | -4.0 | 19 | 4 | -1 | 101 | -6 | -4 | -3.9
O=C(O)CC1=C(c2ccc(F)cc2)CCC1=O | 0 | -1.8 | 8 | 0 | 7 | 106 | -1 | -1 | -2.0
c1ccc(CCC2CCCCN2Cc2nc(C3CC3)no2)cc1 (stereo not given) | -16 | -1.1 | 22 | 2 | 3 | 109 | 3 | 1 | -2.4
COc1ccc2nc(SCC(=O)N3CCNC3=O)[nH]c2c1 | 2 | -2.9 | 24 | 1 | 28 | 97 | 5 | -14 | -4.6
CCCCn1nc(C(=O)Oc2ccc3c(C)cc(=O)oc3c2)c2ccccc2c1=O | -1 | -2.2 | 1 | 0 | 28 | 120 | -7 | -3 | 0.2
Cc1ccccc1NC(=O)CSc1ccncc1 | -19 | -2.8 | 38 | 4 | 12 | 102 | 6 | -5 | -3.4
CC1=C(C(=O)OCC(C)C)C2(O)C(=O)c3ccccc3C2(O)N1 (stereo not given) | -2 | -1.8 | -9 | -2 | -1 | 100 | -8 | 8 | -0.4
CC(C(=O)Nc1cc(C(F)(F)F)ccc1N1CCOCC1)N1C(=O)C2CC=CCC2C1=O (stereo not given) | -13 | -1.1 | -5 | 6 | 17 | 102 | 2 | -1 | -1.8
Cc1cc(NC(=O)c2ccc([N+](=O)[O-])cc2Cl)ccc1NC(=O)c1ccco1 | 2 | -1.5 | 6 | 2 | 8 | 97 | 36* | 2 | -0.4
Nc1cc(-c2cccc(F)c2)nn1S(=O)(=O)c1cccc2nsnc12 | 10 | -1.0 | 12 | 3 | 12 | 104 | -5 | -17 | 0.3
CCOc1ccc(OCCSc2nc3ccccc3n2CC(=O)O)cc1 | -36 | -0.6 | 14 | 0 | 8 | 102 | 9 | -1 | -0.6
O=[N+]([O-])c1ccccc1/C=C/c1ccc2ccccc2n1 | -4 | -2.1 | 34 | -7 | -8 | 103 | -16 | -6 | 0.7
Cc1ccc(N2C(=O)CC(Nc3cccc4ccccc34)C2=O)cc1 (stereo not given) | -9 | -2.5 | 3 | 6 | 10 | 94 | 10 | -10 | -0.4
COC(=O)c1sc(NC(=S)NC(=O)c2cc(OC)c(OC)c(OC)c2)nc1C | 1 | -3.0 | -21 | 8 | 6 | 103 | 5 | -2 | -2.5
CCN(CC)C(=O)c1ccc(CS(=O)(=O)c2ccc(Br)cc2)cc1 | -32 | -2.1 | 8 | 4 | 14 | 106 | 11 | 3 | 0.3
COc1ccc(OCC(=O)Nc2ccc(S(=O)(=O)N3CCCCCC3)cc2)cc1 | -15 | -0.9 | 27 | 2 | 7 | 101 | -9 | 6 | -2.0
Cc1nnc(SCCn2c(N3CCC(C)CC3)nc3c2c(=O)[nH]c(=O)n3C)s1 | -25 | -3.4 | -6 | -3 | -2 | 98 | -2 | -1 | 1.1
CCCOc1ccc(C2NC(=S)NC(c3ccccc3)=C2C(=O)Nc2ccc(C)cc2)cc1OC (stereo not given) | -21 | -5.8 | 6 | 5 | -18 | 98 | -15 | -2 | -4.5
Cc1cc(C)c(C(=O)Cn2nc(C(=O)O)c3ccccc3c2=O)cc1C | -6 | -3.2 | 24 | 0 | -15 | 106 | 9 | -18 | -1.8
CCOC(=O)Nc1ccc2c(c1)Sc1ccccc1N2C(=O)CCN1CCOCC1 | -2 | -0.7 | 8 | 2 | 16 | 107 | -12 | -14 | -0.3
Cc1cc(NC(=O)CSc2nnc3c(C)cc4ccccc4n23)no1 | 2 | -2.3 | -6 | 3 | 4 | 90 | -7 | -4 | -1.1
CCN1CCCC1CNC(=O)c1ccc2c(c1)N(Cc1cccc(Cl)c1)C(=O)c1ccccc1S2(=O)=O (stereo not given) | 32 | -0.2 | 28 | 2 | -8 | 100 | -63 | -2 | -0.8
Cc1ccc(C)n1CCN1CCN(CC(=O)Nc2cc(C(F)(F)F)ccc2Cl)CC1 | -6 | -4.0 | 3 | . | -10 | 112 | -20 | -10 | -1.6
O=C(O)c1ccc2c(=O)n3c(nc2c1)/C(=C/c1ccc(F)cc1)CC3 | -18 | 0.7 | 3 | -7 | 18 | 101 | 18 | -7 | 2.5
CCOC(=O)CSc1nc2cc(C(=O)NCc3ccco3)ccc2c(=O)n1C1CCCCC1 | -18 | -0.1 | 6 | 6 | 9 | 99 | 2 | -11 | -2.3
CCN(CC)S(=O)(=O)c1ccc(C(=O)Nc2ccc(OCC(=O)N3CCOCC3)cc2)cc1 | -32 | -4.1 | -4 | 0 | 11 | 98 | 5 | 3 | -0.8
COc1ccc(N(C)C(=O)c2cn(CC(C)C)c(=O)c3cc(OC)c(OC)cc23)cc1 | -36 | -4.0 | . | 0 | 8 | 103 | -7 | -4 | -1.8
COc1ccc(Nc2ncnc3ccc([N+](=O)[O-])cc23)c(OC)c1 | -3 | -4.4 | 40 | 3 | 12 | 100 | 4 | -1 | -0.4
COc1ccc(S(=O)(=O)NC(C)C(=O)NCc2cccnc2)cc1Cl (stereo not given) | -1 | -1.9 | 26 | 5 | 16 | 99 | -3 | -13 | 0.3
COc1ccc(/C=N/NC(=O)c2ccoc2C)cc1COc1ccc(Cl)cc1 | -5 | -1.7 | 12 | 3 | -16 | 108 | -3 | -24 | -1.9
Cc1cc(C)cc(OCC(=O)NNC(=O)c2cc(C)[nH]n2)c1 | -3 | -3.1 | -28 | 3 | -2 | 92 | 5 | -8 | -4.7
COC(=O)c1ccc(OCC(O)CN2C(=O)c3ccccc3S2(=O)=O)cc1 (stereo not given) | -20 | -4.1 | 23 | -4 | 15 | 126 | 7 | -26 | -6.1
O=C(COC(=O)/C=C/c1cccs1)NC(c1ccccc1)c1ccccc1 | -9 | -3.5 | 0 | 2 | 0 | 99 | 0 | -2 | -3.3
COc1cc(NC(=O)c2ccno2)cc(C(=O)Nc2cccc(C(F)(F)F)c2)c1 | . | . | 31 | 2 | 10 | 108 | . | -14 | .
Nn1c(Nc2ccccc2)nc2ccccc2c1=O | 2 | 0.0 | -15 | -1 | 28 | 103 | -4 | -1 | -1.3
O=[N+]([O-])c1cccc(/C=N\N2CCN(Cc3ccccc3Cl)CC2)c1 | 1 | -3.4 | -6 | 4 | 4 | 96 | -6 | -10 | -1.8
CN(C)/C=C/C(=O)c1cnc(-c2cccc(Cl)c2)s1 | -9 | -2.6 | 6 | -7 | 9 | 107 | 17 | -4 | -1.9
Nn1c(SCc2cccc(F)c2)nnc1-c1cccnc1 | -4 | -0.8 | 25 | 0 | -4 | 96 | 10 | -13 | -2.5
Clc1ccc(OCc2nc(-c3ccncc3)no2)c(Br)c1 | -12 | -3.3 | -9 | 5 | 5 | . | 0 | -4 | -2.0
CCCC(=O)N1CC(=O)Nc2ccc(F)cc2C1c1ccccc1 (stereo not given) | -6 | -2.1 | -3 | 7 | -4 | 99 | -5 | -2 | -2.0
COc1cc(C2NC(=O)CCC2[N+](=O)[O-])c(OC)cc1Br (stereo not given) | 0 | -1.9 | 6 | 3 | 3 | 104 | 2 | 0 | 0.7
COc1ccnc(Oc2ccccc2)c1C(N)=O | -3 | -0.7 | 11 | 0 | 23 | 98 | -3 | -1 | -1.4
Cc1ccc(C(=O)Nc2ccncc2)cc1S(=O)(=O)N1CCOCC1 | -1 | -2.3 | 17 | 7 | 9 | 100 | -2 | -8 | 0.5
CN(CCc1ccccn1)C(=O)CC1C(=O)NCCN1Cc1ccccc1C(F)(F)F (stereo not given) | -22 | -1.1 | 40 | -7 | 14 | 105 | 6 | 2 | -1.8
CC(=O)NC(CC(=O)c1ccc([N+](=O)[O-])cc1)C(Cl)(Cl)Cl (stereo not given) | 4 | -5.4 | 4 | 3 | 15 | 117 | 10 | -9 | -3.0
CNc1ccc(NC(C)=O)cc1[N+](=O)[O-] | 6 | -1.1 | 6 | 3 | -14 | 104 | -5 | -8 | -4.0
COc1cc(CN2CC(=O)N(c3ccc(C)c(C)c3)C2=S)cc(OC)c1OC | -19 | -1.6 | 0 | 5 | -15 | 98 | -2 | 10 | 1.4
CCCCCCCCn1cc(C(C)=O)c(=O)[nH]c1=O | -12 | 0.0 | -29 | 2 | 5 | 107 | 6 | -1 | 0.3

Quoted from the results shown, three compounds:
SMILES | FID counter | IMP-1 inh | PHOSPHO1 inh | IDE act | SUMO HTRF inh | MEKK3 PB1 HTS | HCV NS3 hel inh | p-CIP stab down | VIM-2 inhibitor
COc1ccnc(Oc2ccccc2)c1C(N)=O | -3 | -0.7 | 11 | 0 | 23 | 98 | -3 | -1 | -1.4
Cc1ccc(C(=O)Nc2ccncc2)cc1S(=O)(=O)N1CCOCC1 | -1 | -2.3 | 17 | 7 | 9 | 100 | -2 | -8 | 0.5
CN(CCc1ccccn1)C(=O)CC1C(=O)NCCN1Cc1ccccc1C(F)(F)F (stereo not given) | -22 | -1.1 | 40 | -7 | 14 | 105 | 6 | 2 | -1.8
